# Source: PubChem (Fisher Drug Discovery Resource Center)
# NPYLR7 ag: mosquito NPYLR7 agonism; HEK293T NPYLR7/Galpha15, GCaMP6s calcium fluorescence; activation, % at 10 µM; actives 0.15% (n = 270,000); AID 1259423; in the data active = activation above about 40%;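 also: 0% = vehicle and 100% = reference agonist at the receptor; some compounds past the cut are filed as inactive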
# hcGAS lum: inhibitors of human cGAS | Q8N884 | inhibition, % at 12.5 µM | actives 0.081% (n = 290,000) | recombinant h-cGAS, ATP depletion, Kinase-Glo luminescence | AID 1259398;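 also: 0% = vehicle reaction and 100% = reaction without DNA for no activity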
# Target sequence (Q8N884 whole entry, looked up): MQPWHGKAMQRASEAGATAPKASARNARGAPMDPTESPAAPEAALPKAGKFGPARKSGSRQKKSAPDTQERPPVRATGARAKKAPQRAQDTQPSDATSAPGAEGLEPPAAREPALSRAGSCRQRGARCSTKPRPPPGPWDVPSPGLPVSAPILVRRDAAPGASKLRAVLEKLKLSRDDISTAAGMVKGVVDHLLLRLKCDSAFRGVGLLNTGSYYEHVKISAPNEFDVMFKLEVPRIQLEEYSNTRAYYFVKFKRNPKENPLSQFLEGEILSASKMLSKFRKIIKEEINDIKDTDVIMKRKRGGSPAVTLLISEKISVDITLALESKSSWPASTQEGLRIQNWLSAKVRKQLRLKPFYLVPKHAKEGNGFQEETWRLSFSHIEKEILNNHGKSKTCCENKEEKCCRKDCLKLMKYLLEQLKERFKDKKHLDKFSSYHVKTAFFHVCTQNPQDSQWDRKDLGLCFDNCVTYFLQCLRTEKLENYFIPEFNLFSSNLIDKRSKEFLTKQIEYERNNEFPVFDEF
# mcGAS inh: mouse cGAS inhibition by luminescence; Q8C6L5; recombinant cGAS, Kinase-Glo ATP depletion luminescence; inhibition, % at 12.5 µM; actives 0.15% (n = 160,000); AID 1259399;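 also: 0% = negative control wells and 100% = reference inhibitor with no enzyme activity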
# * = called active by the depositor; . = not tested or not shown; & = joins results of further samples. Rule as the data show it, unless noted: active = inhibition above about 40%; inactive = the rest. Compounds were not picked by outcome. Share with any hit: about 0.29%.
SMILES,NPYLR7 ag,hcGAS lum,mcGAS inh
COc1ccc(CCNC(=O)CC(c2ccc(F)cc2)c2cn(Cc3ccccc3)c3ccc([N+](=O)[O-])cc23)cc1OC (centres undefined),0,6,1
COc1ccc(NC(=O)C2CCCN2C(=O)c2cn(C)c3ccccc23)cc1 (centres undefined),13,-9,.
CC(C)(C)C(C#N)NS(=O)(=O)c1cc(F)cc(F)c1 (centres undefined),2,-2,.
COC(=O)c1ccc(C(=O)NC(C)(CC(C)C)C(N)=O)nc1 (centres undefined),7,-5,.
Cc1ccsc1CN(Cc1ccco1)Cc1nc(C(=O)O)co1,8,7,.
COc1ccc(SCc2ccc(C(=O)N3C4CCC3CC(Oc3cccc(C(F)(F)F)c3)C4)cc2)cc1OC (centres undefined),-11,-4,1
Cc1cc(C(=O)CN2C(=O)NC3(CCCc4sccc43)C2=O)c(C)n1C1CC1 (centres undefined),-3,-8,.
CC(=O)N1CCN(C(=O)CCNC(=O)c2csc(Nc3cccc(C(F)(F)F)c3)n2)CC1,7,-6,.
CCOC(=O)C1=C(Cn2cnc3sc(C)c(C)c3c2=O)NC(=O)NC1CC (centres undefined),0,-11,.
CCC(C)c1csc(N(C)S(=O)(=O)c2cccc(F)c2F)n1 (centres undefined),5,-6,.
c1nc(Nc2ccc3c(c2)OCO3)c2nc3n(c2n1)CCCCC3,1,-3,.
C=CCNC(=O)c1c(N)n(/N=C\c2ccccc2OC)c2nc3ccccc3nc12,1,1,-1
O=S(=O)(NC1=NCCC1)c1ccc2c(c1)OCCOCCOCCOCCO2,7,-6,.
COc1ccccc1-c1cc(CNC(=O)c2c(C)nc3sccn23)on1,7,-4,.
CCn1nnc2c(=O)n(CC(=O)N3CCOCC3)cnc21,0,6,.
CCC1(C)NC(=O)N(N=Cc2ccc(N3CCOCC3)s2)C1=O (centres undefined),1,-6,.
CC1C2CC(C(S(=O)(=O)N3CCOCC3)C2=O)C1(C)C (centres undefined),-1,-10,.
COc1ccccc1Oc1nc(N2CCCC2)nc2c1CNCC2,23,-7,.
C=CCN(Cc1nccn1Cc1ccccc1F)C(=O)NC(C)(C)C,20,-7,-5
CC(=O)N1N=C(c2ccc(C(C)(C)C)cc2)OC1C(=O)NCc1ccccc1C(F)(F)F (centres undefined),13,-8,.
O=C(c1ccc(C(F)(F)F)nc1)N1CCOC(COCc2ccc(F)cc2Cl)C1 (centres undefined),24,-3,.
CCN1CC(n2cnc(-c3ccccc3)c2-c2ccc3occc3c2)CC1=O (centres undefined),17,-2,.
CCn1cc(CN2CCc3c([nH]c4ccccc34)C2c2cccc(OC)c2)c(C)n1 (centres undefined),-2,-4,-4
CC(NCCC(c1ccccc1)C1CCOC(C)(C)C1)c1cccs1 (centres undefined),6,-1,-5
COC(=O)[C@@H](NC(=O)c1cc([N+](=O)[O-])cc([N+](=O)[O-])c1)C(C)C,2,-4,-2
O=C(CSc1ncnc2c1nnn2Cc1ccccc1F)N1CCCCC1,16,-6,6
Cc1cc(C)c2c(n1)nn1c(Nc3ccccc3)cc(C)nc21,0,-10,-10
COC(=O)C1=C(C)N(Cc2ccccc2)C(=O)NC1c1ccccc1F (centres undefined),-3,-1,-1
CCOC(=O)N1CCN(C(=O)c2csc(CSc3nnc(-c4cccnc4)n3-c3cc(Cl)ccc3C)n2)CC1,-1,-4,-6
CCN(C(=O)Cn1nc(C(=O)N2CCOCC2)cc1-c1cccs1)c1ccccc1C,-10,-2,.
CC1(C)C2CCC1(C)C(OCC[N+]1(C)CCOCC1)C2 (centres undefined),.,-14,-5
N#Cc1cccnc1N1CCN(c2cncc(-c3ccc(F)cc3)n2)CC1,-3,-9,.
O=C(NCc1cccnc1)C1COC2(CCN(C(=O)c3ccco3)CC2)N1C(=O)c1ccc(F)cc1 (centres undefined),15,-8,-7
CNC(=O)c1[nH]nc2c1C(c1nc(-c3ccccc3)cs1)CC(=O)N2 (centres undefined),-5,3,-1
N#CCCNC(=O)CCc1cc2c(n1-c1ccc(Cl)cc1)-c1ccccc1OC2,1,-6,-10
CCn1ccc(C(=O)N2CCN(c3nc4c(F)cc(F)cc4s3)CC2)n1,0,4,.

# In another format: results already given.
# The line under a structure holds: NPYLR7 ag	hcGAS lum	mcGAS inh
> O=C(c1ccc(C(F)(F)F)nc1)N1CCOC(COCc2ccc(F)cc2Cl)C1 (centres undefined)
    24	-3	.
> CCN1CC(n2cnc(-c3ccccc3)c2-c2ccc3occc3c2)CC1=O (centres undefined)
    17	-2	.
> CCn1cc(CN2CCc3c([nH]c4ccccc34)C2c2cccc(OC)c2)c(C)n1 (centres undefined)
    -2	-4	-4
> CC(NCCC(c1ccccc1)C1CCOC(C)(C)C1)c1cccs1 (centres undefined)
    6	-1	-5
> COC(=O)[C@@H](NC(=O)c1cc([N+](=O)[O-])cc([N+](=O)[O-])c1)C(C)C
    2	-4	-2
> O=C(CSc1ncnc2c1nnn2Cc1ccccc1F)N1CCCCC1
    16	-6	6
> Cc1cc(C)c2c(n1)nn1c(Nc3ccccc3)cc(C)nc21
    0	-10	-10
> COC(=O)C1=C(C)N(Cc2ccccc2)C(=O)NC1c1ccccc1F (centres undefined)
    -3	-1	-1
> CCOC(=O)N1CCN(C(=O)c2csc(CSc3nnc(-c4cccnc4)n3-c3cc(Cl)ccc3C)n2)CC1
    -1	-4	-6
> CCN(C(=O)Cn1nc(C(=O)N2CCOCC2)cc1-c1cccs1)c1ccccc1C
    -10	-2	.
> CC1(C)C2CCC1(C)C(OCC[N+]1(C)CCOCC1)C2 (centres undefined)
    .	-14	-5
> N#Cc1cccnc1N1CCN(c2cncc(-c3ccc(F)cc3)n2)CC1
    -3	-9	.
> O=C(NCc1cccnc1)C1COC2(CCN(C(=O)c3ccco3)CC2)N1C(=O)c1ccc(F)cc1 (centres undefined)
    15	-8	-7

# (continued)
SMILES,NPYLR7 ag,hcGAS lum,mcGAS inh
CN1CCN(C(=O)c2c3c(nc4ccccc24)CCN(C(=O)c2cc(F)cc(F)c2)C3)CC1,2,-9,.
O=C(/C=C/c1ccccc1)c1ccc(O)cc1O,17,6,85*
CC(C)(C)c1ccc(/C=N\NC(=O)CSc2nnc(-c3ccccc3)n2-c2ccccc2)cc1,-4,-9,.
CCOC(=O)c1cc(Cc2ccccc2)sc1NC(=O)c1ccc(Cl)cc1,14,-11,-4
CCOc1ccccc1NC(=O)CSc1nc2c([nH]c3ccccc32)c(=O)n1C,3,-10,-8
COc1cc(C=C2C(=O)NC(=S)NC2=O)ccc1Oc1ccc([N+](=O)[O-])cn1,-1,-6,.
O=C(Nc1ccccc1)C1CCN(C(=O)CN2CCCCC2)CC1,-6,-4,.
N#Cc1ccc(C(=O)Nc2cccc3c2C(=O)NC3=O)cc1,-3,1,.
COc1ccc(-c2cc(Nc3ccc(NS(=O)(=O)c4ccc(C)cc4)cc3)ncn2)cc1,-6,-2,.
COc1ccc2c(C)c(CCC(=O)Nc3ccccn3)c(=O)oc2c1,3,-11,.
CC1(C(=O)NCc2cccnc2)CCN1C(=O)Cc1cc(F)ccc1F (centres undefined),8,-10,-4
N#C/C(=N\Nc1ccccc1[N+](=O)[O-])C(=O)c1ccc(Cl)cc1,10,-2,.
Cc1cc(C(=O)NCc2ccc3c(c2)OCO3)n2nc(-c3ccccc3)cc2n1,2,5,1
CC1=C(C(=O)OCCOc2ccccc2)C(c2ccccc2I)NC(=O)N1C (centres undefined),0,-6,-3
COc1ccc(N=c2scc(C)n2CC(=O)NC2CC2)cc1,4,-10,.
COc1ccc(C(=O)NC2CCC(NC(=O)[C@H]3CCCN3S(=O)(=O)c3ccc(Cl)cc3)CC2)cc1 (some centres undefined),-18,-4,-1
COc1cc(Cn2ccnc2)c(OC)cc1Cn1ccnc1,13,-6,-4
Cc1cc(C)cc(C(=O)C=C2NC(=O)CS2)c1,5,-4,.
O=C(NCC1Cc2cc(Oc3ccccc3)ccc2O1)c1ccc2ccccc2c1 (centres undefined),0,7,-1
Nc1c(Sc2ccccc2)c(=O)[nH]c(=O)n1Cc1ccccc1,-1,-5,-9
O=C(Oc1ccc(Cl)c(Cl)c1)C1=CC=CN2CCS(=O)(=O)N=C12,-2,-2,3
CCCN(Cc1cccc(Cl)c1)C(=O)CCn1cnc2ccccc2c1=O,-6,3,-7
Cc1ccc(NC(=O)CSc2ccc(-c3ccc(-n4ccnc4)cc3)nn2)cc1,-6,5,6
CN(C)c1cccc(C(=O)NCC2COc3ccccc3C2)c1 (centres undefined),4,-7,-6
CCCCCCNCc1cccc(Br)c1,4,1,.
CCOc1ccc(C(=O)N2CC(=O)N3CCc4c(F)cccc4C3C2)cc1 (centres undefined),31,-6,-8
COc1ccccc1-c1ccc2c(c1)C(C)(Cc1ccc(Cl)c(Cl)c1)C(=O)N2 (centres undefined),-1,2,-2
Cc1cc(C)c(-c2ccc(=O)n(CC(=O)NC3CCCC3)n2)cc1C,11,-7,.
OCCN1CCN(C2CCN(C3CCCCCC3)CC2)CC1,2,1,.
CCn1ncnc1-c1c(-c2ccccc2)ncn1CCc1cccs1,2,-5,-16
Cc1nc(CCNC(=O)c2cn(CCN3CCOCC3)nn2)nc2c1CCCC2,14,-10,.
C=CCn1c(C2CC(=O)N(c3ccc(OCC)cc3)C2)nc2ccccc21 (centres undefined),0,-1,-6
COCCCNC(=O)C(C1CCCC1)N1CCN(C(=O)c2cc(OC)cc(OC)c2)CC1 (centres undefined),-7,-6,-6
CCCCCOc1ccc(C(=O)N(C)C(c2ccccc2)c2ccccc2)cc1OCCCCC,2,-6,-4
COc1ccc(-c2nc(SC3CCCC3)c3c(=O)n(C)c(=O)n(C)c3n2)cc1,5,-4,.
O=C(NC1CCN(C(=O)C2CC(=O)N(c3ccccc3F)C2)CC1)c1ccccc1 (centres undefined),-18,10,.
COc1ccc(-c2csc(=Nc3ccccc3F)n2CC2CCCO2)cc1 (centres undefined),-9,-8,-2
O=C(N/N=c1\oc2ccccc2cc1-c1nc2ccccc2[nH]1)c1ccccc1,-7,5,3
Cc1occc1C(=O)N1CCCC(C(=O)Nc2cccc(-c3cc4ccccc4[nH]3)c2)C1 (centres undefined),-6&14,-3&-6,-9
N#Cc1ccc(Nc2ccccc2)c(N)c1,4,-7,-7
C=c1oc(C)cc1=C1NN=C(CCC(=O)NCC2OCCc3ccccc32)O1 (centres undefined),2&3,-10&-5,-5
O=C(NCC(F)(F)F)c1cnc(-c2ccccc2)s1,4,-10,.
CC(Oc1ccc2c(c1)OCO2)C(=O)N1CCN(c2ccc3nncn3n2)CC1 (centres undefined),6,0,-7
COc1cc(-c2c(C)c3ccccc3[nH]c2=O)cc(OC)c1OC,24,-8,.
Cc1ccc(F)cc1NC(=O)CN1C(=O)c2ccc([N+](=O)[O-])cc2C1=O,-7,-8,-5
CCOC(=O)c1ccc2c(c1)nc(SCc1cc(Br)cc(Br)c1)n2Cc1ccco1,3,3,0
CC(=O)CC(C)(C)S(=O)(=O)c1cccc2c(S(=O)(=O)C(C)(C)CC(C)=O)cccc12,-1,0,-5
COc1ccc(Oc2c(CN(CC(C)C)CC(O)COCc3ccco3)c(C)nn2-c2ccccc2)cc1 (centres undefined),.,3,1
CCCC(Sc1nnc(-c2ccccc2Cl)n1-c1ccccc1C)C(=O)OCC (centres undefined),.,-9,-9
CN(C)CC(C)(C)CN1CCC(O)(c2cccc(C(F)(F)F)c2)CC1,4,-2,.
COCC(=O)NC1c2ccccc2-c2ccccc21,9,-16,.
O=C(CCc1ccco1)N1CCN(Cc2ccc(-c3noc(-c4ccccc4)n3)cc2)CC1,4,-1,-7
CN(Cc1ccco1)C(=O)c1ccccc1N1CCC(NC(=O)Cc2ccccc2)CC1,1,-5,-5
COc1ccc(OCc2cc(C(=O)N(C)CC3CCCCO3)no2)c(Cl)c1 (centres undefined),3,-3,.
CCCCS(=O)(=O)N1CCN(c2ncccc2C(=O)NCCc2ccc(OC)c(OC)c2)CC1,15,-8,-8
O=C(Cc1cccc2ccccc12)NCCc1nnc2ccccn12,-1,-6,-8
COCCNS(=O)(=O)c1ccc(OC)c(N2CCN(C(=O)c3c(F)cccc3F)CC2)c1,24,-10,-8
Cc1cc(F)cc2c(NCC(=O)NCc3ccco3)c(C#N)cnc12,-1,-2,.
CC(C)CCn1ccc2c(nnc3c(-c4ccccc4)cnn32)c1=O,26,-13,.
COc1ccc(C(=O)NC2CCC(NC(=O)[C@H]3CCCN3S(=O)(=O)C[C@]34CCC(CC3=O)C4(C)C)CC2)cc1 (some centres undefined),.,-5,-10

# Next section
SMILES,NPYLR7 ag,hcGAS lum,mcGAS inh
CC(C)c1ccc(C(C)NC(=O)CCn2cc(S(N)(=O)=O)cn2)cc1 (centres undefined),8,-5,.
COc1ccc(-n2ccc3c(nnc4c(-c5cccc(Cl)c5)c(C)nn43)c2=O)cc1,-1,0,.
O=C(Nc1cccc(Cl)c1Cl)N(Cc1cccn1Cc1ccccc1Cl)C1CCCCC1,.,-4,-4
CC1=CC=CC2=NC(=NS(=O)(=O)c3ccc(F)cc3F)c3ccccc3CN12,-1&2,-1&-1,.
CCOC(=O)c1nn(-c2ccc(C(F)(F)F)cc2)c(=O)c2c(NC(=O)C(C)(C)C)scc12,13,-6,-6
COC(F)(C(N)=O)C(F)(F)F (centres undefined),-2,-2,.
CN(C(=O)/C=C/c1cnn(C)c1)C1CCCN(C2Cc3ccccc3C2)C1 (centres undefined),-1,1,.
Nc1c(CC(=O)O)cccc1C(=O)c1ccccc1,-3,-6,-13
COCCCNC(=O)c1cc(-c2ccccc2OC)n2nc(-c3ccccc3)cc2n1,18,-8,20
C=CCN(C(=O)c1ccc(-c2ccccc2)nc1)C1CCCC1,.,-5,-4
c1coc(CN(CCN2CCOCC2)Cc2nc3c(s2)CCCC3)c1,-15,-2,-1
Cc1nc2scc(C)n2c(=O)c1NC(=O)CC(c1ccccc1)c1ccccc1,9,-8,-7
CCN(CC1CCOCC1)C(=O)c1ccc(CC2CCCNC2)cc1 (centres undefined),-1,-8,-7
